CFTR F508del cor – CFTR F508del correction in bronchial cells | CFBE cells, YFP halide quenching; stimulated with forskolin plus potentiator P3; % fluorescence drop versus neutral controls | activity (quench increase), % at 7.58 µM | 0.36% of 350,000 active | AID 720511;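 active = mean added fluorescence quench of at least 8% versus neutral control, with both replicates also reaching 8%; inconclusive = only one of the mean or replicate conditions met; inactive = mean below 8% and not both replicates reaching 8%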;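 also: cells transiently co-express mutant CFTR-F508del with the halide-sensitive YFP; corrector assay measuring rescue of mutant channel to the surface after 24 h compound exposure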
ERp5 block – ERp5 (human) disulfide isomerase inhibition | 0.05% of 350,000 active | ERp5 insulin aggregation, absorbance 650 nm, 90 min | inhibition, % at 9.99 µM;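 active = mean replicate inhibition above about 25%, with every replicate also reaching it, limit read from the data, passing the limit was not always enough; inconclusive = only one of those two criteria met; inactive = neither criterion met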
Target sequence (Q15084 whole entry, looked up): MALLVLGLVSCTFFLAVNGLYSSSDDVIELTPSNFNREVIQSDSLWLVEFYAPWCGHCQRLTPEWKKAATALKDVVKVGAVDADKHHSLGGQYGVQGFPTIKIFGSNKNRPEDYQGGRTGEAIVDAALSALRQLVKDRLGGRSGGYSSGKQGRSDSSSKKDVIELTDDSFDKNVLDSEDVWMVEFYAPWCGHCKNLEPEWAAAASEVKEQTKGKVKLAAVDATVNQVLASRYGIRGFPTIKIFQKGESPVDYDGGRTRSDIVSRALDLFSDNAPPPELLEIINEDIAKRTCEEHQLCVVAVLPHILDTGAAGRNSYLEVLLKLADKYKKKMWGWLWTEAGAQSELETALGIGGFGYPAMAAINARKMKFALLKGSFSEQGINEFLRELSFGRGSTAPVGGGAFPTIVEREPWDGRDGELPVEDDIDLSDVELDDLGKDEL
GSIS activator – primary screen for activators of insulin secretion dependent on glucose, INS-1E cells, GLuc reporter luminescence. 0.61% of 370,000 active. activation, % at 16.6 µM. AID 743287. INS-1E GLuc reporter insulin secretion, 2-3 h;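 active = lowest replicate activation of at least 40%, so every replicate reaches that level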;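 also: 0% = median of neutral control wells and 100% = median of IBMX positive control wells; some compounds called inactive have numbers as strong as hits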
DENV2 CPE rescue – protects cells from dengue virus 2 cytopathic effect. 1.7% of 350,000 active. CPE inhibition, % at 9.99 µM. AID 651640. DENV2-infected cells, cytopathic effect rescue, plate reader; in the data active = CPE inhibition above about 20%, passing the limit was not always enough; inconclusive = no clear call, values can overlap the other calls; tested in BHK-21 cells;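 also: 0% = median of neutral control wells and 100% = median of positive control wells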
ARNT-TACC3 inh – ARNT/TACC3 interaction disruption; AID 623870; Q9Y6A5; inhibition, % at 9.99 µM; AlphaScreen His-ARNT PAS-B/GST-TACC3 binding, luminescence; TACC3 fragment carries E629A point mutation; 0.66% of 390,000 active;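 active = mean inhibition of replicates at least 50% and at least half of replicates each reaching 50%; inconclusive = half or more replicates reach 50% but mean below 50%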;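 also: 0% = complete ARNT plus TACC3 wells and 100% = ARNT alone without TACC3; many hits fall short of the cut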
EWS-Fli inh – blocks EWS/Fli oncoprotein-driven transcription | A673 NR0B1-luciferase reporter, viability-normalised | AID 651661 | inhibition, % at 12.6 µM | 0.67% of 350,000 active;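 active = mean inhibition of at least 50% after viability correction, with every replicate also passing that limit; inconclusive = mean reaches 50% but only one of two replicates passes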;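 also: firefly luciferase signal divided by Alamar Blue viability fluorescence both relative to DMSO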
PAX8 reporter – inhibitors of PAX8 transcriptional activity in RMG-I cells; RMG-I TPO-luciferase reporter, SteadyGlo, 24 h; inhibition, % at 12.6 µM; 1.2% of 360,000 active; AID 652154;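 active = mean replicate inhibition at least 60% with every replicate also reaching 60%; inconclusive = only one of the two criteria is met; inactive = mean below 60% and not all replicates reaching 60%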;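 also: luciferase light reporting Pax8 driven TPO promoter activity; plate controls were median of neutral control wells for no effect and mitoxantrone controls for full effect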
XiGFP reactiv – X-chromosome reactivation activator. XiGFP mouse fibroblasts, % GFP-positive cells imaging, 3 d; cells co-treated with 5-aza-dC sensitizer; scaled so ellipticine positive control = 100%. activation, % at 7.58 µM. 0.055% of 360,000 active. AID 743238;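 active = mean normalized replicate activation at least 10% and every replicate at or above 10%; inconclusive = only one of the two criteria met; inactive = mean below 10% and not all replicates reach 10%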;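 also: 0% = median of on-plate neutral control wells and 100% = ellipticine 6 µM median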
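Material: SV40-immortalized XiGFP fibroblast cells, line 68-5-11 | Buffer or medium: DMEM containing 5-aza-dC | Dosing: One concentration, pinned | Times: 3 d treatment, 15 min room-temperature fixation | Controls: Ellipticine 6 µM positive control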
Numbers without * were called inactive; ? = inconclusive; . = not tested or not shown; & = joins results of further samples.

smiles | CFTR F508del cor | ERp5 block | GSIS activator | DENV2 CPE rescue | ARNT-TACC3 inh | EWS-Fli inh | PAX8 reporter | XiGFP reactiv
COc1ccc(NC(=O)COc2cccc(-n3cnnn3)c2)cc1 | 0.5 | 1 | -11 | -3 | 26 | 4 | -34 | 0.5
Cc1cc(C(=O)CSc2n[nH]c(N)n2)c(C)n1-c1cccc(F)c1 | -1.7 | -3 | 8 | . | 3 | -18 | . | .
O=C(Cc1ccccc1)N1CC[C@H]2[C@H](CO)Nc3ccc(-c4cccc(F)c4)cc3[C@H]21 | -0.4 | 5 | 0 | -4 | -4 | 6 | 23 | 0.2
O=C(NC(Cc1ccc(O)cc1)C(=O)O)/C(=C/c1ccccc1)NC(=O)c1ccccc1 (stereo not drawn) | -2.2 | 5 | -19 | -2 | -3 | 1 | -6 | 0.2
COc1cc(CNc2nccn3ccnc23)cc(OC)c1 | -4.2 | 1 | 1 | 36* | . | -11 | 16 | 0.1
CCOC(=O)[C@@H]1[C@H]2COc3ccc(Br)cc3[C@@H]2N2C(=O)N(c3ccc(C)cc3)C(=O)[C@]12C | -3.2 | -2 | -4 | 51* | 0 | -15 | -1 | 0.0
Cc1cccc(CSc2nc3ccccc3c(=O)n2C)c1 | 5.3 | 13 | . | -2 | -6 | 17 | 17 | 0.0
C[C@H](CO)N1C[C@H](C)[C@@H](CN(C)Cc2ccc(Oc3ccccc3)cc2)Oc2ccc(NC(=O)Cn3cnnn3)cc2CC1=O | 1.5 | -4 | 1 | 105* | -4 | 3 | -12 | -0.9
O=S(=O)(c1cnc(Cl)c(Cl)c1)N1CCN(c2ncccn2)CC1 | 0.6 | 3 | 11 | . | -10 | 16 | 20 | .
Cc1cc(S(=O)(=O)Nc2c(C)nn(C)c2C)c(Cl)cc1Cl | 1.1 | -3 | 5 | -4 | . | 12 | 16 | 0.0
CCC1(CC)C(=O)Nc2ccccc21 | -3.3 | 7 | 3 | 18 | -7 | 7 | . | .
COc1ccc(CN2C(=O)c3cccnc3C2=O)cc1S(=O)(=O)NCc1ccccc1 | 1.2 | 9 | -3 | 19 | 48* | -4 | -21 | 0.2
O=C1C(=C2CCc3ccccc32)Cc2ccccc21 | 2.3 | 3 | -22 | -4 | . | -47 | -92 | 0.0
COC(=O)c1ccccc1NC(=O)NC1CCCC1 | -2.7 | 9 | 0 | . | -2 | -8 | -9 | 0.1
C[C@H]1CN([C@@H](C)CO)C(=O)Cc2cc(NC(=O)c3ccncc3)ccc2O[C@@H]1CN(C)Cc1ccccc1 | 1.0 | 0 | -1 | -3 | -7 | -1 | -6 | 0.1
COc1cccc(NCc2cc(=O)oc3cc(-c4ccccc4)c(O)cc23)c1 | . | . | 1 | . | -6 | -18 | -4 | 0.2
COc1ccc(N2CCN(C(=O)Nc3ccccc3Cl)CC2)cc1 | -1.3 | 0 | 8 | -2 | . | -21 | -9 | 0.3
CCC(C)c1ccc(S(=O)(=O)N2CCN(C(C)CC(=O)O)CC2)cc1 (stereo not drawn) | 0.0 | 1 | -3 | . | 2 | -5 | 7 | 0.1
CC(C)NC(=O)Nc1ccc2c(c1)C(=O)N([C@H](C)CO)C[C@H](C)[C@@H](CN(C)C(=O)CCCN(C)C)OCCCC[C@@H](C)O2 | 0.7 | . | 39 | . | . | . | -13 | 0.4
COc1ccc2cc(C#N)c(SCC(=O)N3CCCC3)nc2c1 | . | 3 | -8 | . | -1 | . | -26 | .
Cc1ccc(S(=O)(=O)Nc2ccc3c(c2)C(=O)N([C@@H](C)CO)C[C@@H](C)[C@H](CN(C)C(=O)Nc2cccc4ccccc24)OCCCC[C@H](C)O3)cc1 | -2.3 | -2 | -42 | 1 | -7 | 11 | 23 | 0.0
O=C(Nc1ccc(Cl)cc1)N(Cc1nc2ccccc2c(=O)[nH]1)Cc1cccs1 | . | . | -23 | . | -3 | . | -6 | 0.0
CCOCCOC(=O)COc1ccc2c(=O)c(Oc3ccc(OC)cc3)coc2c1 | -0.7 | 2 | 7 | 1 | -3 | 6 | 5 | 0.1
O=C1CN(Cc2ccc(F)cc2)C[C@H]2[C@@H](c3ccc(-c4cccnc4)cc3)[C@H](CO)N12 | -2.1 | 0 | 31 | 24* | . | . | . | 0.4
COc1ccc(C[C@H]2CN3C(=NC[C@@H]3Cc3ccc(O)cc3)N2CCNC(=O)c2ccc(C)c(Br)c2)cc1 | 2.4 | 2 | . | 0 | 17 | 25 | -19 | 0.0
COc1ccc(CN(C)C[C@@H]2OCCCC[C@@H](C)Oc3ccc(NC(=O)Nc4ccc(F)cc4)cc3C(=O)N([C@@H](C)CO)C[C@@H]2C)cc1 | -0.4 | 2 | -31 | 2 | 0 | -4 | -18 | -0.1
CNC(=S)N/N=C/c1ccc(-c2ccc(C(=O)O)cc2)o1 | -3.3 | 3 | 0 | 2 | 10 | -52 | -46 | 0.0
C[C@@H]1CCCCO[C@H](CN(C)Cc2ccc(C(=O)O)cc2)[C@H](C)CN([C@@H](C)CO)C(=O)c2cc(NS(=O)(=O)c3ccccc3)ccc2O1 | -0.6 | . | 14 | 0 | -10 | -8 | 0 | 0.0
CN(C)c1ccc(-c2ccnc3c2CC(C)(C(=O)NCc2ccco2)O3)cc1 (stereo not drawn) | 2.2 | 2 | 17 | -9 | . | 64* | -11 | -0.1
Cc1ccc(S(=O)(=O)N(C)C[C@H]2OCCCC[C@H](C)Oc3ccc(NS(=O)(=O)c4cn(C)cn4)cc3C(=O)N([C@H](C)CO)C[C@@H]2C)cc1 | 2.0 | -3 | 3 | ? | -8 | 0 | -13 | 5.2
CCCC#Cc1ccc2c(c1)O[C@@H](CN(C)S(=O)(=O)c1cccc(F)c1)[C@@H](C)CN([C@@H](C)CO)S2(=O)=O | 0.9 | 1 | -12 | -4 | -3 | 22 | . | 0.7
CC(=O)NC(CC(=O)NNC(=O)COc1c(C)cccc1C)c1ccccc1 (stereo not drawn) | 0.1 | 3 | -1 | 2 | -2 | 7 | 6 | 0.0
Cc1cccc(NC(=S)NCCc2c[nH]c3ccccc23)c1 | . | . | -1 | . | 8 | . | -6 | 0.1
COc1ccc2nc(C)cc(Nc3ccccc3OC)c2c1 | 5.6 | 2 | 0 | -4 | . | 0 | -21 | -0.2
COc1ccc(NS(=O)(=O)c2ccc(NC(=O)C(CCSC)NC(N)=O)cc2)cc1 (stereo not drawn) | 2.1 | -1 | 5 | 9 | -3 | 5 | 2 | -0.1
O=c1cc(N2CCCCC2)c(-c2ccccc2)n[nH]1 | 1.0 | 1 | 34 | 0 | -18 | -3 | 11 | 0.0
O=C(COc1ccc(Cl)cc1[N+](=O)[O-])N1CCCCC1 | 2.7 | 2 | -1 | 2 | -6 | 18 | 10 | 0.0
C[C@@H]1CN([C@@H](C)CO)C(=O)Cc2cc(NS(=O)(=O)c3ccc(F)cc3)ccc2O[C@H]1CN(C)C(=O)Nc1cccc2ccccc12 | -1.8 | . | -6 | -3 | . | -4 | . | -1.0
CCCNC(=O)N1CCC2(CC1)CN(S(C)(=O)=O)[C@H](CO)c1c2c2ccc(OC)cc2n1C | 0.8 | 0 | 2 | 0 | . | 3 | 8 | 0.0
COc1ccc2c3c(n(C)c2c1)[C@H](CO)N(C)CC31CCN(C(=O)c2ccccc2F)CC1 | 5.2 | -2 | -12 | -5 | . | -3 | . | 0.0
COc1cccc(C=NNc2nnc(NN=Cc3cccc(OC)c3OC)c3ccccc23)c1OC | 1.9 | 0 | 0 | -6 | 1 | -15 | -55 | 0.3
C=C1C[C@]23C[C@@]1(O)CC[C@H]2[C@@]12C=C[C@H](O)[C@@](C)(C(=O)O1)[C@H]2[C@@H]3C(=O)O | -3.2&0.3 | 5&-1 | 7 | 2&-15 | -6 | 2&-4 | -46 | -0.2
CC(=O)N1CCN(C(=O)COC(=O)c2ccc(S(C)(=O)=O)cc2)CC1 | 3.9 | 5 | 67* | 2 | -7 | 3 | . | 0.4
N#Cc1nc(COc2ccc(F)cc2)oc1N1CCCCC1 | -4.4 | 1 | 3 | 3 | 9 | -15 | 10 | 0.0
COC(=O)C1=C(C(=O)OC)[C@@H]2N(C)c3ccc(OC)cc3[C@@]23C[C@@H](C(=O)OC)N(C(=O)NCCBr)C3=N1 | 0.2 | 4 | 0 | 2 | . | 3 | 10 | 0.0
COc1ccc(C(C)NC(=O)CCc2ccccc2)cc1 (stereo not drawn) | 0.6 | 6 | 5 | 3 | -4 | -2 | -3 | 0.0
O=C(CN(Cc1ccco1)Cc1cccs1)N1CCN(S(=O)(=O)c2cccc(F)c2)CC1 | 1.7 | -2 | -36 | -4 | -35 | 6 | 9 | 0.4
COc1ccccc1C(=O)NCCC(=O)NCC(c1ccccc1)N(C)C (stereo not drawn) | -1.9 | 5 | 10 | -11 | 0 | . | 11 | -0.1
COc1ccc(C(=O)OCC(=O)NC2CC2)cc1S(=O)(=O)Nc1ccc(C)cc1 | -4.5 | -1 | -2 | 0 | -21 | 1 | -15 | 0.2
CSc1ccc(C(=O)C2CCCN(C(=O)c3nonc3C)C2)cc1 (stereo not drawn) | 1.1 | 1 | -16 | -7 | . | 4 | 12 | 0.4
COc1ccc([N+](=O)[O-])cc1NC(=O)c1cccnc1 | -0.5 | 5 | 14 | 3 | -1 | -1 | -9 | 0.3
CCNC(=O)C[C@@H]1CC[C@H]2[C@@H](COc3ccc(NC(=O)c4cccc(OC)c4)cc3C(=O)N2C)O1 | -3.0 | 5 | 1 | 2 | 3 | 1 | -5 | 0.0
CCC1Nc2ncnc(N3CCN(c4ccccc4)CC3)c2N(Cc2ccccc2)C1=O (stereo not drawn) | -0.1&4.1 | 0&8 | -5 | -8 | -9 | 2&3 | 20&16 | 0.0&0.0
O=C1C(=O)N(CCCn2ccnc2)C(c2ccc(Br)cc2)/C1=C(\O)c1ccc2c(c1)OCCO2 (stereo not drawn) | -0.3 | -2 | -2 | -6 | 3 | -3 | -4 | -0.1
CN1CCN(C(=O)C[C@H]2CC[C@@H]3[C@H](COC[C@@H](O)CN3CC3CCOCC3)O2)CC1 | -0.5 | 5 | 8 | 0 | -11 | 1 | 0 | -0.1
CCc1nc2c(OCc3ccc(F)c(F)c3)cccn2c1N(C)C(=O)C1CC1 | 1.2 | 2 | . | 6 | . | 3 | 13 | 0.0
CCC(=O)N(C)C[C@@H]1Oc2ncc(C#Cc3ccc(OC)cc3)cc2C(=O)N([C@H](C)CO)C[C@@H]1C | -0.3 | -7 | 6 | 2 | -6 | -19 | 1 | 0.1
C=CCOC(=O)C1=C[C@H](c2csc3ccccc23)[C@@H](CCCO)[C@H](OCC)O1 | 2.3&1.4 | 0&5 | . | 4&-1 | 6&3 | -5&-6 | 6&10 | 0.0

Compound activity: PubChem, Broad Institute
